Bioassay records: PubChem BioAssay, ICCB-Longwood Screening Facility, Harvard Medical School
PV pol inh: poliovirus RdRp elongation inhibitors, primary screen, biochemical, fluorescence polarization, total intensity | Genome polyprotein (Poliovirus type 1 (strain Mahoney)), P03300 | poliovirus polymerase elongation; hits give low values | % elongation, % (compound at 16.7 µg/mL) | 150,000 compounds, 0.66% hits | AID 588519, 2011; in the data active = % elongation below about 90%; note: some results filed as inactive read as strong as hits
Target sequence (P03300 1749-2209 limits assumed): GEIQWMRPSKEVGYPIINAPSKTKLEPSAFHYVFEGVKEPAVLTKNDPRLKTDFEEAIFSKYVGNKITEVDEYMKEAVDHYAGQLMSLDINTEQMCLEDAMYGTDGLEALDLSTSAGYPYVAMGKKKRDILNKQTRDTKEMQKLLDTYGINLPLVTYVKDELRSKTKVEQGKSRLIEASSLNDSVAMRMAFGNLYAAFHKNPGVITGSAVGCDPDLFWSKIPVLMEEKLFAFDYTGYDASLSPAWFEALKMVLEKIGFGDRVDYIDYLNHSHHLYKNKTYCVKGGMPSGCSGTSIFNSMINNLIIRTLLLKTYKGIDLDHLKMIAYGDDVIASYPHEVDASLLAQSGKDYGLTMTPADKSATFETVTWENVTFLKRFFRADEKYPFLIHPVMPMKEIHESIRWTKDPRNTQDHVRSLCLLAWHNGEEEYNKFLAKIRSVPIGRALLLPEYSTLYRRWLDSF
PV pol inh FP z-score: recorded beside PV pol inh, whose call it bears; z-score; measured here: FP z-score; hits read low
Starred values were filed as active, the others as inactive.

SMILES | PV pol inh | PV pol inh FP z-score
Cc1ccc(Cl)cc1NC(=O)c1oc2c(c1C)-c1[nH]ncc1CC2 | 78* | -6.3*
Cc1ccc(C)n1-c1nnc(N2CCCC(C(=O)NCc3cccc(Cl)c3)C2)s1 (stereo not given) | 105 | -0.5
Cc1cccc(-n2c(=O)c3c(c4cc(C)ccc4n3C)n(C)c2=O)c1 | 105 | -0.7
O=C(Cn1[nH]c(=O)c2ccccc2c1=O)N1CCc2ccccc2C1 | 105 | 0.2
FC(F)(F)Oc1ccc(N=Cc2cccs2)cc1 | 103 | 0.6
Cc1ccc(C)c(N2CCN(CCCNC(=O)Nc3ccc(Cl)cc3)CC2)c1 | 104 | -1.3
O=C(CNC(=O)OCc1ccccc1)NC1CCCCCC1 | 102 | 0
COc1ccccc1C(=O)Nc1ccc(C(=O)OCc2cc(=O)n3nc(C)sc3n2)cc1 | 102 | -1
O=C(c1ccc2c(c1)N(Cc1ccc(Cl)cc1)C(=O)c1ccccc1S2=O)N1CCOCC1 (stereo not given) | 73* | -4.3*
COc1ccccc1NC(=O)c1ncoc1-c1ccco1 | 104 | -0.3
COc1cc(CN2CCN(c3ncccn3)CC2)ccc1O | 101 | 0.3
O=C(Nc1cccc(Cl)c1)N1CCN(CCO)CC1 | 100 | -0.1
COC(=O)N1CCCc2cc(S(=O)(=O)N3CCN(c4ccccc4)CC3)ccc21 | 100 | -0.7
COc1ccc2c(c1)CCc1c(C(=O)Nc3c(C)nn(Cc4ccccc4Cl)c3C)noc1-2 | 101 | -0.9
CCCOc1ccc(C(=O)Nc2ccc3c(c2)Cc2ccccc2-3)cc1 | 101 | -0.3
O=C1/C(=C/c2ccco2)Cc2ccccc21 | 97 | -0.4
NS(=O)(=O)c1ccc(CCNC(=O)c2ccc(S(=O)(=O)N3CCCCC3)cc2)cc1 | 106 | 0.3
CC1(C)C(=O)Nc2ccccc2N1C(=O)Cn1cnc2sccc2c1=O | 112 | 1.2
CN(C)c1cccc(C(=O)N2N=C(C(F)F)CC2(O)C(F)F)c1 (stereo not given) | 102 | 0.1
Cc1ccccc1CNC(=O)Cn1ccc2cc(S(=O)(=O)N3CCCCC3)ccc21 | 101 | -1.4

17 of the compounds above, with two lines to a compound.
Value order: PV pol inh | PV pol inh FP z-score
> O=C(Cn1[nH]c(=O)c2ccccc2c1=O)N1CCc2ccccc2C1
  105 | 0.2
> FC(F)(F)Oc1ccc(N=Cc2cccs2)cc1
  103 | 0.6
> Cc1ccc(C)c(N2CCN(CCCNC(=O)Nc3ccc(Cl)cc3)CC2)c1
  104 | -1.3
> O=C(CNC(=O)OCc1ccccc1)NC1CCCCCC1
  102 | 0
> COc1ccccc1C(=O)Nc1ccc(C(=O)OCc2cc(=O)n3nc(C)sc3n2)cc1
  102 | -1
> O=C(c1ccc2c(c1)N(Cc1ccc(Cl)cc1)C(=O)c1ccccc1S2=O)N1CCOCC1 (stereo not given)
  73* | -4.3*
> COc1ccccc1NC(=O)c1ncoc1-c1ccco1
  104 | -0.3
> COc1cc(CN2CCN(c3ncccn3)CC2)ccc1O
  101 | 0.3
> O=C(Nc1cccc(Cl)c1)N1CCN(CCO)CC1
  100 | -0.1
> COC(=O)N1CCCc2cc(S(=O)(=O)N3CCN(c4ccccc4)CC3)ccc21
  100 | -0.7
> COc1ccc2c(c1)CCc1c(C(=O)Nc3c(C)nn(Cc4ccccc4Cl)c3C)noc1-2
  101 | -0.9
> CCCOc1ccc(C(=O)Nc2ccc3c(c2)Cc2ccccc2-3)cc1
  101 | -0.3
> O=C1/C(=C/c2ccco2)Cc2ccccc21
  97 | -0.4
> NS(=O)(=O)c1ccc(CCNC(=O)c2ccc(S(=O)(=O)N3CCCCC3)cc2)cc1
  106 | 0.3
> CC1(C)C(=O)Nc2ccccc2N1C(=O)Cn1cnc2sccc2c1=O
  112 | 1.2
> CN(C)c1cccc(C(=O)N2N=C(C(F)F)CC2(O)C(F)F)c1 (stereo not given)
  102 | 0.1
> Cc1ccccc1CNC(=O)Cn1ccc2cc(S(=O)(=O)N3CCCCC3)ccc21
  101 | -1.4

Following part.
SMILES | PV pol inh | PV pol inh FP z-score
C=Cc1ccc(Cn2c(C)c(CNCCc3cc(OC)ccc3OC)c(C(=O)O)c2C)cc1 | 104 | -0.5
CCN(CC(=O)NCc1cccs1)C(=O)c1ccc(C)s1 | 104 | 0.2
CC(C)(C)SC(=O)c1cccnc1SCCS(=O)(=O)c1cccc(C(F)(F)F)c1 | 103 | -0.5
COc1ccc(-c2noc(CN3CCCCC3)n2)cc1OC | 102 | 0.4
N#C/C(=C\c1cn(CCOc2ccccc2)c2ccccc12)C(=O)N1CCCC1 | 99 | -0.5
CC(CCc1ccccc1)NC(=O)C1CCN(S(=O)(=O)N2CCOCC2)CC1 (stereo not given) | 103 | 0.5
CCn1c(SCc2ccccc2)nnc1-c1nonc1NC(C)=O | 105 | -0.4
O=C(NCCO)c1c(Cl)nc2ccccn12 | 104 | 0.9
O=S(=O)(Nc1ccccn1)N1CCCCCC1 | 106 | 1.2
Cc1sc(C)c(CNc2ccccc2)c1CNc1ccccc1 | 103 | 0.1
Cc1ccc(S(=O)(=O)Nc2nc3n(n2)C(c2ccccc2Cl)C=C(c2ccccc2)N3)cc1 (stereo not given) | 105 | -0.2
CCOc1ccccc1NC(=O)C(C)Sc1nc(-c2ccccc2)c(C#N)c(=O)[nH]1 (stereo not given) | 103 | -0.9
CCc1ccc(NC(=O)Cn2ncn3cccc3c2=O)cc1 | 101 | -0.6
Cc1ccc(-c2nnc(N3CCCCC3)c3ccccc23)cc1S(=O)(=O)NCc1ccccn1 | 106 | 0.5
CCCCn1c(=N)c(C(=O)NC2CCCCC2)cc2c(=O)n3cccc(C)c3nc21 | 106 | 0.3
Cc1cc(C(=O)O)c(C)n1-c1cc(C(F)(F)F)cc(C(F)(F)F)c1 | 102 | -0.2
CCC(CC)c1nc2ccccc2n1C | 102 | 0.1
C=CCn1c(SCc2cccc(C#N)c2)nnc1C12CC3CC(CC(C3)C1)C2 | 101 | 0.1
CN1CC(=O)Nc2ccccc2C1=O | 99 | -0.6
O=S1(=O)N=C(Nc2nc(-c3ccccc3)cs2)c2ccccc21 | 106 | 0.3
CN1C(=O)/C(=C/c2ccccc2Cl)Sc2ccc(C(=O)N3CCN(C(=O)c4ccco4)CC3)cc21 | 99 | -0.4
Cc1nc2ccccc2c(=O)o1 | 94 | -0.9
COC(=O)Cc1c(C)nc2nc[nH]n2c1=O | 100 | -0.3
COc1cc(OC)c(OC)cc1CN1CCN(C(=O)c2ccco2)CC1 | 99 | -0.6
CC(C)N(C(=O)c1ccc(-c2ccccc2F)cc1)C(C)C | 104 | 0.2
COc1cc(NC(=O)c2cc3ccccn3n2)cc(OC)c1OC | 106 | -0.3
COc1ccc(-c2nc(CS(=O)CC(=O)NCCc3ccccc3)c(C)o2)cc1OC (stereo not given) | 106 | 0.1
NC(=O)C1CCN(C(=O)c2ccc3nc(N4CCCCC4)sc3c2)CC1 | 104 | 0.5
CC(C(=O)Nc1cc(C(F)(F)F)ccc1Cl)n1nnc2sc3c(c2c1=O)CCCC3 (stereo not given) | 101 | -1
O=C(NCc1ccccc1)c1cccnc1N1CCCC1 | 101 | 0.5
Cc1cc(NC(=O)Nc2cccs2)no1 | 103 | -0.1
Cn1c(=O)c2c(nc(CN3CCN(CCO)CC3)n2CCCc2ccccc2)n(C)c1=O | 102 | 0.2
Cc1cccnc1NC(=O)c1cc2ccccc2oc1=O | 101 | 0
Cc1ccccc1N=C1C(=O)N(CN2CCC(C)CC2)c2ccccc21 | 102 | 0
Cc1cccc(N2C(=O)CSC23CCCCC3)c1 | 101 | -0.4
CC1CN(c2nc3ccccc3nc2C(C#N)C#N)CC(C)O1 (stereo not given) | 102 | -0.2
COc1ccc(CCNC(=O)C(C)n2nc(C)c3sc4ccccc4c3c2=O)c(OC)c1 (stereo not given) | 109 | 0
COc1ccc(-c2nc3ccccc3n2C(=O)c2ccccc2C(=O)O)cc1OC | 102 | 0
O=C(O)CCCCCn1c(SCC(=O)c2ccc(O)c(O)c2)nc2ccsc2c1=O | 101 | -0.1
CCCc1cc(=O)oc2cc(C)c3c(-c4ccccc4)c(C)oc3c12 | 115 | 0.6
COC(=O)c1ccc(C(C)N(C)C)o1 (stereo not given) | 101 | 0
COC(=O)c1ccc(COc2c(I)cc(Cl)c3cccnc23)o1 | 105 | 0.4
CCOC(=O)c1sc(N2C(=O)c3oc4ccc(F)cc4c(=O)c3C2c2ccc(O)cc2)nc1C (stereo not given) | 104 | -0.1
Cc1ccccc1NC(=O)C1c2cccc[n+]2CC(=O)N1Cc1ccc2c(c1)OCO2 (stereo not given) | 101 | 0.1
CCOC(=O)c1nc2c3c4c(sc3ncn2n1)COC(C)(C)C4 | 100 | -0.1
CC(C)c1ccc(C2c3c(-c4ccccc4O)n[nH]c3C(=O)N2Cc2ccncc2)cc1 (stereo not given) | 109 | 0.6
CC12CC[C@H](CC1=O)C2(C)C | 100 | -0.1
O=C(Cc1ccccc1)Nc1cccnc1 | 101 | -0.2
Clc1cccc(-n2cc(-c3ccccc3)c3c(N4CCCCC4)ncnc32)c1 | 109 | 0.4
COC(=O)c1cc2occc2n1CC(=O)Nc1ccc(C)cc1Cl | 108 | 0.6
The listing continues.
SMILES | PV pol inh | PV pol inh FP z-score
CN(Cc1ccc(-c2ccc(Cl)cc2)o1)C(C(=O)NC(N)=O)c1ccccc1 (stereo not given) | 108 | 0.6
C=CCn1c(=O)c2c(nc3n2CCCN3C2CCCCC2)n(C)c1=O | 100 | -0.4
CC1CCC(CC(=O)O)(CC(=O)O)CC1 | 104 | 0.6
Cc1ccccc1CNC(=O)C(=O)NCC(c1ccco1)S(=O)(=O)c1ccccc1 (stereo not given) | 110 | 0.6
CCOc1cc(CNc2ccc(NC(=O)CC)cc2)ccc1OCc1cccs1 | 99 | -0.9
CCCC1CCC(c2ccc(C#N)c(=O)[nH]2)CC1 (stereo not given) | 100 | 0.2
COC(=O)c1ccccc1S(=O)(=O)Nc1cc(Cl)ccc1C | 108 | 0.2
CCc1ccc(C2CC(=O)NC3=C2C(=O)CC(C)(C)C3)cc1 (stereo not given) | 102 | 0.1
Cc1cc(S(=O)(=O)N2CCCN(c3nc4ccc(Cl)cc4s3)CC2)c(C)cc1Cl | 110 | 0.8
CCCOc1ccc(C(=O)Nc2ccc3oc(-c4cccc(Cl)c4Cl)nc3c2)cc1 | 100 | -0.4
CCn1cc(NC(=S)Nc2cc(Cl)ccc2OC)c(C(N)=O)n1 | 100 | -0.3
O=C1CCC(C(=O)OCn2nnc3ccccc3c2=O)=NN1 | 105 | 0.3
Cc1ccccc1Nc1nc(N)nc(CNCCCN2CCCCCC2=O)n1 | 111 | 1
Cc1cccc(CNC(=O)C2CCN(S(=O)(=O)c3ccc4c(c3)CCCN4C(=O)C3CCC3)CC2)c1 | 111 | 1
CC1=Nc2ccc(N)cc2C1(C)C | 104 | 0.8
CNCc1ccccc1OC | 104 | 0.3
CC1=CC(C)(C)N2C(=O)C3(N=C(N)NC(Nc4ccccc4)=N3)c3cc(C)cc1c32 (stereo not given) | 101 | -0.1
Cc1cccc(N(CC(=O)NCCSCc2cccc(Cl)c2)S(=O)(=O)c2ccccc2)c1C | 107 | 0.7
COc1ccc(Oc2coc3cc(OC(=O)c4ccco4)ccc3c2=O)cc1 | 101 | -0.1
CNC(=O)C1CC(=O)N(c2ccc(OC)cc2)C1 (stereo not given) | 107 | 1.8
O=S(=O)(Cc1ccccc1)c1ccccc1 | 108 | 0.7
CCC(=O)N1CCc2cc(Br)cc(S(=O)(=O)NCc3cccc(OC)c3)c21 | 109 | 1.4
CCOC(=O)COc1cc2oc(C)c(-c3nc4ccccc4s3)c(=O)c2cc1CC | 101 | 0
COC(=O)NC1CCCCC1NC(=O)OC (stereo not given) | 100 | -0.2
Cc1ccc(-c2cn3c(n2)sc2cc(C(=O)NC(C)C45CC6CC(CC(C6)C4)C5)ccc23)cc1 (stereo not given) | 102 | -0.9
Cc1csc(SCC(=O)NC(C)c2ccccc2)n1 (stereo not given) | 100 | -0.3
NC1=C(C(=O)NC2CC2)C(=NC2CCCCC2)SC1C(=O)Nc1cc(Cl)ccc1Cl (stereo not given) | 102 | -0.1
c1ccc2c(C3=NNC(=NC4CCCCC4)SC3)c[nH]c2c1 | 108 | 0.7
Cc1ccc(C(=O)NCC(c2ccc3c(c2)OCO3)N2CCN(c3ccc(F)cc3)CC2)cc1 (stereo not given) | 110 | 0.6
COC(=O)c1ccccc1-c1ccc(/C=C2\C(=O)N(C)C(=O)C(C#N)=C2C)o1 | 99 | -0.3
O=C(Cc1cccs1)Nc1cc(C(=O)O)cc(C(=O)O)c1 | 101 | -0.1
COc1cccc2sc(NC(=O)c3ccc(S(=O)(=O)N4CCCC(C)C4)cc3)nc12 (stereo not given) | 103 | 0.3
CCn1c(CNC(=O)COc2c(C)cccc2C)nnc1SCC(=O)Nc1ccc(OC)cc1 | 98 | -0.9
O=C([C@@H]1CCCN1C(=O)c1cccs1)N1CCN(Cc2ccc3c(c2)OCO3)CC1 | 109 | 0.8
CCc1ccc(N2C(=O)N(CC(=O)N(CC)CC)C3CS(=O)(=O)CC32)cc1 (stereo not given) | 103 | 0.4
NCCCCN1CCCCC1 | 104 | 0.6
COc1ccc(NC(=O)c2ccc3c(c2)OCCO3)cc1 | 100 | -0.5
CC(C)CCNC(=O)c1ccc2c(SCC(=O)O)c3c(nc2c1)CCC3 | 101 | 0
CCCCc1ccc(NC(=O)OC)cc1 | 102 | 0.7
Cc1cc(C)cc(C(=O)NCC(=O)O)c1 | 101 | 0.1
CCCn1ccnc1SCC(=O)NC(=O)NC12CC3CC(CC(C3)C1)C2 | 103 | -0.2
COc1cccc(C(=O)Nc2ccc(S(=O)(=O)Nc3nccc(C)n3)cc2)c1 | 105 | 1.1
CCN(Cc1ccccc1)C(=O)CN1C(=O)COc2ccc(S(=O)(=O)NC3CCCC3)cc21 | 105 | -0.3
O=C(Nc1ccc(OC(F)(F)F)cc1)C1CCCN(S(=O)(=O)c2ccc(Br)s2)C1 (stereo not given) | 110 | 0.4
CCC(=O)c1cc(F)ccc1O | 102 | 0.2
COc1ccccc1C(=O)OC1OCCOC1OC(=O)c1ccccc1OC (stereo not given) | 109 | 0.7

Not all compounds are listed, so the mix of outcomes need not match the whole.
